# Bioassay records from PubChem BioAssay.
# A549 tox: Nrf2 qHTS screen for inhibitors: counterscreen for cytotoxicity | A549 ARE-Fluc cells, CellTiter-Fluor viability, 18-24 h | Potency, µM (series often up to 46 µM), without a hit: at the top dose activity change, negative = cytotoxicity, actives largely listed as inhibitors | 390,000 compounds, 0.16% hits; also: potency is read from the fitted curve at half-maximal effect; % is scaled to controls: 0 for no effect and ±100 for the full control effect
#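 A549 ARE-Fluc cells in 5% FBS OPTI-MEM, 5000 cells/well, rested 2 h then exposed to compounds in concentration-response for 18-24 h at 37 °C. Viability by CellTiter-Fluor fluorescence (Ex 405/Em 525) after 30 min; luciferase luminescence (BugLite, 15 min, RT) read afterwards.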
# Mm-Cpn inhibitor: Inhibitors of TCP-1 ring complex (TRiC) of Methanococcus maripaludis (MmCpn): qHTS. purified Mm-Cpn ATPase, ADP Transcreener TR-FRET. Potency, µM (doses to about 76.9 µM), without a hit: top-dose activity, negative = inhibition, usual class: inhibitors. 330,000 compounds, 0.031% hits. Chaperonin Mm-Cpn (Methanococcus maripaludis); also: potency is read from the fitted curve at half-maximal effect; % is scaled to controls: 0 for no effect and ±100 for the full control effect; nearly all actives have a fitted effect of over 80% in size
#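 ATP (10 uM final) was added to archaeal chaperonin (25 nM final) after 10 min exposure to test compound at 37°C; after 30 min further incubation, ADP was detected by competitive TR-FRET.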
# Nrf2 activator: qHTS of Nrf2 Activators. 410,000 compounds, 0.31% hits. AID 624171, 2012. Potency, µM (titrated, usually from 46.1 µM), inactives show top-dose activation, hits mostly activators. AREc32 ARE-luciferase reporter (MCF7-derived line), luminescence, 24 h; also: potency is read from the fitted curve at half-maximal effect; % of control where 0% means no effect; nearly all actives have a fitted effect of over 65% in size
#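 ARE-driven firefly luciferase activity in AREc32 cells measured after a 24 hr compound exposure at 37 deg C, using Steady-Glo reagent and a 30 min room-temperature hold.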
# Akt phos inh: HTS Assay for Inhibitors of Akt Phophorylation: Primary Screen; Neuro2A IGF-stimulated pAkt S473 HTRF, 20 min; active compounds read low; 360,000 compounds, 0.32% hits; activity change, % for hits at 50 µM; in the data active = activity change below about -80%; inconclusive = mostly about -51% to -80%; also: % is scaled to controls: 0 for no effect and ±100 for the full control effect
#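 Single-point screen (50 µM final compound) in Neuro2A cells stimulated 20 min with 6 nM IGF at 37 deg C. After lysis, Ser473-phosphorylated Akt read by HTRF (ex 330 nm, em 615/665 nm) as the 665/615 ratio.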
# Nrf2 block: Nrf2 qHTS screen for inhibitors. A549 ARE-Fluc reporter, luciferase luminescence, 18-24 h. Potency, µM (titrated, usually from 46 µM), inactives show top-dose activity change, negative = inhibition, hits mostly inhibitors. 360,000 compounds, 2.1% hits. AID 504444, 2011; also: potency is read from the fitted curve at half-maximal effect; % is scaled to controls: 0 for no effect and ±100 for the full control effect; nearly all actives have a fitted effect of over 60% in size
#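 A549 ARE_Fluc cells, 5000/well, 5% FBS OPTI-MEM; compounds in dose-response, 18-24 h at 37 °C/5% CO2; CellTiter-Fluor viability read (Ex 405/Em 525), then BugLite luciferase luminescence = Nrf2 activity.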
# TGFb inhibitor: qHTS for Inhibitors of TGF-b; HepG2 CAGA-GFP TGF-b/SMAD3 reporter, GFP fluorescence, 18 h; TGF-beta stimulated, 500 pg/mL final; Potency, µM (top dose mostly 46.1 µM), without a hit: at the highest dose activity, negative = inhibition, usual class: inhibitors; 410,000 compounds, 1.2% hits; AID 588855, 2011; also: potency is read from the fitted curve at half-maximal effect; % is scaled to controls: 0 for no effect and ±100 for the full control effect; nearly all actives have a fitted effect of over 65% in size
#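 Smad-responsive CAGA-GFP expression was quantified in HEPG2 cells exposed to compounds and 500 pg/mL final TGF-beta for 18 h at 37 degrees C; unstimulated wells defined full inhibition.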
# EPAC2 antag: qHTS for Antagonist of cAMP-regulated guanine nucleotide exchange factor 2 (EPAC2): primary screen. Rap guanine nucleotide exchange factor 4 (Homo sapiens), Q8WZA2. EPAC2 GEF exchange of Rap1B-BODIPY-GDP, fluorescence. Potency, µM (titrated, usually from 114 µM), inactives show at the top dose activity, negative = inhibition, actives largely listed as inhibitors. 360,000 compounds, 0.18% hits. AID 720708, 2013; also: potency is read from the fitted curve at half-maximal effect; % is scaled to controls: 0 for no effect and ±100 for the full control effect; nearly all actives have a fitted effect of over 45% in size; many of its hits are not listed in these tables
# Target sequence (Q8WZA2 whole entry, looked up): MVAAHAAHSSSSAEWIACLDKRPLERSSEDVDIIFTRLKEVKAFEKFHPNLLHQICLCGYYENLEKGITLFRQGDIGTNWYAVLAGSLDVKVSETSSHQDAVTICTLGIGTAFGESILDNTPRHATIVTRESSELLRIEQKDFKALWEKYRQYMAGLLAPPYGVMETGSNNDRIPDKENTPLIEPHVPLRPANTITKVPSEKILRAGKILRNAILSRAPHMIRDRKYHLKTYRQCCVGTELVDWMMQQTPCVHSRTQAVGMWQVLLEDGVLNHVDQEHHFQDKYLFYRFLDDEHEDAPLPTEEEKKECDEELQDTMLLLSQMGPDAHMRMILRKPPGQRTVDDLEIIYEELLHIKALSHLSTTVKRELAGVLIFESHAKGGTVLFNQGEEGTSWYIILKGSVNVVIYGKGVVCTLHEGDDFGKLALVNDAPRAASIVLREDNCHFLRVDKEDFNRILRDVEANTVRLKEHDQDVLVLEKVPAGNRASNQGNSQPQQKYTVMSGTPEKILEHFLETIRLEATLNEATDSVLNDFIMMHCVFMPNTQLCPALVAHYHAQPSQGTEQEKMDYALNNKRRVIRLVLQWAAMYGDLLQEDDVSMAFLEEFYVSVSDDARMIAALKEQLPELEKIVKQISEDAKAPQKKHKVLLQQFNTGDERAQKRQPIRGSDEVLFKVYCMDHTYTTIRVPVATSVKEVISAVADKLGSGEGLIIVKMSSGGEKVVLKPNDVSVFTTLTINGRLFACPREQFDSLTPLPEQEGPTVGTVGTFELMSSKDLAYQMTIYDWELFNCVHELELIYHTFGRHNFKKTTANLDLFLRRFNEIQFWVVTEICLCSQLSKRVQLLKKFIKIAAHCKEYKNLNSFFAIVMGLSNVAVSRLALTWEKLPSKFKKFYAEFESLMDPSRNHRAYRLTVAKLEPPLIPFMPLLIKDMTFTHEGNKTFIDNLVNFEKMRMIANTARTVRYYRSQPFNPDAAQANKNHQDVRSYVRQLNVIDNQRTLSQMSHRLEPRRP
# EPAC2 ag: qHTS for Agonist of cAMP-regulated guanine nucleotide exchange factor 4 (EPAC2): primary screen. Rap guanine nucleotide exchange factor 4 (Homo sapiens), Q8WZA2. EPAC2 activation, biochemical qHTS; response scale: 100% = 6.5 mM cAMP response. Potency, µM (doses to about 154 µM), for the others: at the top dose activation, hits mostly activators. 360,000 compounds, 0.079% hits. AID 720711, 2013; also: potency is read from the fitted curve at half-maximal effect; nearly all actives have a fitted effect of over 50% in size
#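 Each well held 100 nM EPAC2, 250 nM RAP1B-BODIPY-GDP and 50 uM GDP. Fluorescence, read at 5-min intervals to 30 min, was referenced to a 6.5 mM cAMP positive control.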
# CCT chaperon mod: High-Throughput Screening for Modulators of Cytosolic Chaperonin Activity | purified chaperonin ATPase assay, HTRF ADP detection, 30 min | activity change, % (no concentration beside the values), hits read low | 360,000 compounds, 0.3% hits | AID 651819, 2012; in the data active = activity change below about -30%; also: % is scaled to controls: 0 for no effect and ±100 for the full control effect
#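 ATPase activity: ADP formed was measured by HTRF Transcreener (665/615 nm ratio) after 30 min at 37 deg C with 10 uM ATP. Compounds screened at one 76 uM concentration against 40 or 20 nM TRiC in Tris pH 7.4/KCl/MgCl2/DTT buffer.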
# * hit, by the source's call; i = inactive; ? = inconclusive; · = not tested or not shown; & = joins results of further samples; [ ] = dose if it differs, or a comment. Unless noted, calls follow the shape of the dose curve; as a rule, active = well fitted curve in the direction sought with a large enough effect; inconclusive = small, poorly fitted or top-dose-only effect, or another doubt; inactive = no such curve, though single readings can be large; an effect the other way counts as inactive or inconclusive. These rows are one share of the data. The share of hits here may be higher or lower than overall.
cpd	compound	A549 tox	Mm-Cpn inhibitor	Nrf2 activator	Akt phos inh	Nrf2 block	TGFb inhibitor	EPAC2 antag	EPAC2 ag	CCT chaperon mod
1	Cc1ccccc1NS(=O)(=O)c1ccc(F)cc1	-1%	1%	-0.2%	i	-10%	-35%	7%	4%	-0.7
2	Cc1c(C#N)sc(C(N)=O)c1C	1%	-1%	0.2%	i	-1%	17%	5%	7%	-1.7
3	CCOc1ccccc1C(=O)N[C@H](C(=O)OCC(=O)Nc1nnc(-c2ccccc2)o1)C(C)C	3%	·	4.0%	i	-7%	-20%	-6%	8%	-1.2
4	O=C(/C=C/[C@H]1O[C@@H](n2ccc(=O)[nH]c2=O)[C@H](O)[C@@H]1O)NCc1cccc2ccccc12	·	·	-0.8%	i	·	-3%	-5%	2%	0.7
5	COc1cc(-c2nn3c(Cc4ccccc4)nnc3s2)cc(OC)c1OC	1%	-7%	6.1%	i	?	0%	13%	8%	1.0
6	COc1ccc(C(C)(O)c2nc(-c3ccccc3OC)cs2)cc1 (configuration not stated)	·	·	0.1%[9.22 µM]	i	·	8%	?	20%	-1.3
7	COc1ccc(-c2nnc(SCC(=O)/C(C#N)=C(\C)N)o2)cc1	-10%	-4%	-0.3%	i	?	26%	4%	13%	-0.2
8	C=CC[C@H](CC(=O)N(CCO)Cc1ccccc1)C(=O)N[C@H](COC(=O)[C@H](CC=C)CC(=O)OC(C)(C)C)Cc1ccccc1	?	-2%	-5.0%	i	?	?	-14%	0%	-0.5
9	COC1=CC(=O)C(C2CC(=O)c3c(O)cc(O)cc3O2)=CC1=O (configuration not stated)	-15%	·	11%	i	0%	2%	10%	0%	0.7
10	O=C(NCCc1ccccc1)c1ccc2c(c1)N(Cc1ccc(F)cc1Cl)C(=O)CS2	-2%	·	-0.7%	·	-4%[9.27 µM]	0%	·	·	·
11	CC(C)c1ccc2oc(-c3cc(NC(=O)c4cccnc4)ccc3Cl)nc2c1	9%	·	-3.1%	·	7%	?	·	·	·
12	CCCNC(=O)N(C)C[C@@H]1Oc2cc(C#CC(C)(C)O)ccc2S(=O)(=O)N([C@H](C)CO)C[C@H]1C	·	·	-0.2%	i	·	14%	2%	-9%	0.6
13	COc1ccc(-c2cc(C(=O)N(C)CC(=O)Nc3ccccc3Br)c3ccccc3n2)cc1OC	?	0%	4.3%	i	-26%	-11%	7%	18%	-0.3
14	COC(=O)c1ccc(C(=O)OC)c(NC(=O)CSCc2ccc(Cl)cc2)c1	-2%	0%	0.1%	i	7%	4%	-2%[57.1 µM]	-3%	-0.2
15	COc1cc(OC)c(OC)cc1/C=C/C(=O)OCC(=O)Nc1c(C)n(C)n(-c2ccccc2)c1=O	2%	·	-0.8%	i	8%	15%	1%	10%	1.6
16	COc1cc(NC(=O)SC2=NCCS2)cc(OC)c1	1%	2%	0.1%	i	-12%	-21%	7%	4%	-0.4
17	CC1CN(S(=O)(=O)c2cccc(C(F)(F)F)c2)CC(C)O1 (configuration not stated)	-3%	1%	-0.5%	i	-13%	-1%	5%	0%	0.3
18	Cc1ccc(S(N)(=O)=O)cc1NC(=O)c1ccc2c3c(cccc13)CC2	-18%	2%	-0.1%	i	-3%	?	-8%	14%	-2.7
19	Cc1ccc(C(=O)NCC2CCCO2)cc1[N+](=O)[O-] (configuration not stated)	1%	-3%	0.0%	i	1%	-1%	11%	-3%	0.7
20	Cc1ccc(Cl)cc1N1CCN(C(c2ccc(F)cc2)c2nnc(-c3ccccc3)o2)CC1 (configuration not stated)	-6%	·	4.3%	·	8%	-17%	·	·	·

# Brought forward from above: 3 entries, then new ones.
cpd	compound	A549 tox	Mm-Cpn inhibitor	Nrf2 activator	Akt phos inh	Nrf2 block	TGFb inhibitor	EPAC2 antag	EPAC2 ag	CCT chaperon mod
18	Cc1ccc(S(N)(=O)=O)cc1NC(=O)c1ccc2c3c(cccc13)CC2	-18%	2%	-0.1%	i	-3%	?	-8%	14%	-2.7
19	Cc1ccc(C(=O)NCC2CCCO2)cc1[N+](=O)[O-] (configuration not stated)	1%	-3%	0.0%	i	1%	-1%	11%	-3%	0.7
20	Cc1ccc(Cl)cc1N1CCN(C(c2ccc(F)cc2)c2nnc(-c3ccccc3)o2)CC1 (configuration not stated)	-6%	·	4.3%	·	8%	-17%	·	·	·
21	COc1ccccc1-c1cc(NC=O)c2ncc(-c3cccc(C(=O)N(C)C)c3)n2c1	·	·	8.5%	i	·	7.9µM*	1%	2%	0.7
22	COc1ccc(C(C)=O)cc1CSc1nncn1C	0%	-2%	0.7%	i	13%	-1%	9%	-5%	1.8
23	CC(=O)Nc1ccc(S(=O)(=O)NC2CCSc3ccccc32)cc1 (configuration not stated)	3%	-3%	3.6%	i	?	-7%	-8%	2%	-2.2
24	O=C(Nc1nnc(S(=O)(=O)Nc2ccccc2)s1)c1ccccc1Cl	-8%&1%	2%	0.3%&-0.7%	i	?	-3%&-30%	0%	3%	0.7
25	CC1(C(=O)NNC(=O)c2ccc([N+](=O)[O-])cc2)CC1(Br)Br (configuration not stated)	1%	-1%	-0.2%	i	-8%	-3%	-6%	2%	1.3
26	O=C(NCc1cccnc1)c1cc(-c2ccccc2)on1	-3%	2%	9.5%	i	?	-15%	-1%	6%	-1.5
27	COc1ccccc1CNc1nc2ccccc2c2nc(-c3cccnc3)nn12	3%	·	-1.2%	·	-10%	27%	·	·	·
28	NC(=O)C1CCN(C(=O)CSc2nc3ccccc3s2)CC1	-1%	-1%	3.1%	i	2%	2%	1%	9%	1.2
29	O=S(=O)(NC1CC2CCC1C2)c1ccc(Cl)cc1 (configuration not stated)	?	-1%	0.0%	i	7%	-27%	-24%	18%	-2.4
30	CC(C)CC(=O)Nc1ccc2c(c1)nc(CCN1CCCCC1)n2C	-3%	2%	0.1%	i	0%	-45%	7%	5%	-0.6
31	Clc1ccccc1CN1CCC(Cc2ccccc2)CC1	2%	0%	2.4%	i	7%	-22%	-1%	8%	-1.8
32	O=C(NCCC1CCCCN1S(=O)(=O)c1ccccc1)C(=O)NC1CCCC1 (configuration not stated)	-5%	1%	-0.9%	i	3%	?	6%	6%	-5.3
33	Cc1ccc(C(=O)NNC(=O)CSc2nnc(-c3ccccc3)n2Cc2ccccc2)cc1	-3%	3%	-0.9%	i	10%	4%	5%	-2%	-2.2
34	COc1ccc(C2=C(C)C(=O)N(Cc3ccc(C(=O)Nc4cc(C)ccc4C)cc3)S2(=O)=O)cc1	-4%	·	0.4%	·	-14%	1%	·	·	·
35	COc1ccc(Cl)cc1NC(=O)C1CCN(C(=O)Nc2ccccc2)CC1	-9%	0%	0.4%	i	-14%	-19%	3%	-8%	-1.6
36	CC(C)n1nccc1N(Cc1ccc(Cl)cc1)S(=O)(=O)c1ccccc1	3%	2%	3.5%	i	-18%	?	?	21%	-2.9
37	O=C(CCc1nnc2ccc(NCc3ccc(F)cc3)nn12)NC1CCCC1	-4%	-2%	0.0%	i	-14%	-1%	11%	0%	1.1
38	CC(=O)C1=C(O)CC(c2ccccc2)CC1=NCCc1c(C)[nH]c2ccccc12 (configuration not stated)	-7%	-1%	-0.6%	i	?	12%	-10%	12%	-2.0
39	N#C/C(=N/Nc1ccc([N+](=O)[O-])cc1)C(=N)N1CCCCC1	?	0%	2.2%	i	?	-20%	-19%	2%	-0.7
40	O=C(CSc1n[nH]c(Cc2ccccc2)n1)Nc1ccccc1Br	8%	1%	-0.4%	i	17%	3%	12%	7%	1.9

# Nos. 1 to 3, reprinted for reference:
cpd	compound	A549 tox	Mm-Cpn inhibitor	Nrf2 activator	Akt phos inh	Nrf2 block	TGFb inhibitor	EPAC2 antag	EPAC2 ag	CCT chaperon mod
1	Cc1ccccc1NS(=O)(=O)c1ccc(F)cc1	-1%	1%	-0.2%	i	-10%	-35%	7%	4%	-0.7
2	Cc1c(C#N)sc(C(N)=O)c1C	1%	-1%	0.2%	i	-1%	17%	5%	7%	-1.7
3	CCOc1ccccc1C(=O)N[C@H](C(=O)OCC(=O)Nc1nnc(-c2ccccc2)o1)C(C)C	3%	·	4.0%	i	-7%	-20%	-6%	8%	-1.2

# (more compounds)
cpd	compound	A549 tox	Mm-Cpn inhibitor	Nrf2 activator	Akt phos inh	Nrf2 block	TGFb inhibitor	EPAC2 antag	EPAC2 ag	CCT chaperon mod
41	CCN(CC)C(=O)c1cc(Cl)ccc1NC(=O)c1ccco1	3%	-1%	2.6%	i	-8%	4%	-12%	5%	-1.1
42	CCOc1cccc(-c2c(C(=O)N/N=C/c3ccc(Br)cc3)nnn2-c2nonc2N)c1	2%	0%	0.9%	i	-3%	?	0%	15%	-0.5
43	Cc1c(Cl)cccc1-n1ncc(C(=O)N2CCN(c3ncccn3)CC2)c1C1CCN(C(=O)OC(C)(C)C)CC1	-3%	·	-1.5%	·	-5%	-15%	·	·	·
44	COc1cccc(/C=N/NC(=S)NCc2ccco2)c1OC	1%	0%	0.4%	i	0%	?	-8%	12%	-6.8
45	N#Cc1nc(COc2ccc(Cl)cc2Cl)oc1N1CCOCC1	15%	0%	3.0%	i	·	11%	-2%	8%	0.2
46	CC1C(=O)Nc2ccc(S(=O)(=O)N3CCCCC3)cc2NC1=O (configuration not stated)	-2%	·	0.0%	·	6%	-2%	·	·	·
